HSF-1 act – increases HSF-1 driven luciferase reporter signal; 1.7% of 300,000 active; activation, % at 9 µM; AID 504408; NIH3T3-HGL HSF-1 luciferase reporter, MG132, 8 h; 100% = twice DMSO control signal;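 active = mean replicate activation of at least 50% with a set share of replicates each reaching 50%; inconclusive = only one of those two conditions met; inactive = mean below 50% and too few replicates reaching it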;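 note: 0% = median of the neutral control wells and 100% = twice that signal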
HDAC3 inhib – blocks human histone deacetylase 3; recombinant HDAC3, fluorogenic peptide/trypsin coupled, fluorescence; inhibition, % at 8.3 µM; 0.15% of 320,000 active; AID 2718; in the data active = inhibition above about 26%, passing the limit was not always enough; inconclusive = no clear call, values can overlap the other calls
Target sequence (O15379 whole entry, looked up): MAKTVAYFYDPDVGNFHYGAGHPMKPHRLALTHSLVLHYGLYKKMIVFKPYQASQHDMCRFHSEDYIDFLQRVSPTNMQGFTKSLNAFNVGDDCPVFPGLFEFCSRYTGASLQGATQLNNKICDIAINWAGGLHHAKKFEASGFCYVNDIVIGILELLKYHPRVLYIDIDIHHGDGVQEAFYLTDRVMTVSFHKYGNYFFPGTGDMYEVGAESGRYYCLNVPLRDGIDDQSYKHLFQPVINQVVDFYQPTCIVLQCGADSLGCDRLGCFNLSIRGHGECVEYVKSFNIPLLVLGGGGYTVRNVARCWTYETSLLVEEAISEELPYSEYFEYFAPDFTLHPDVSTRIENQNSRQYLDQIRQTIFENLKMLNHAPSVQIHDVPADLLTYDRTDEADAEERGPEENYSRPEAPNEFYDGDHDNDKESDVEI
AI-2 QS mod – modulators of Vibrio harveyi AI-2 quorum sensing system. Vibrio harveyi JMH597 AI-2 luminescence/OD600 ratio, 9 h; active compounds read low; strain lacks LuxN and CqsS sensors; 0 = neutral-control median. activity change, % at 7.5 µM. 0.4% of 300,000 active. AID 2094; in the data active = activity change below about -75%, passing the limit was not always enough; inconclusive = no clear call, values can overlap the other calls;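 note: luminescence divided by OD600 gain over 9 h not by final OD600 alone; inactives centre near 13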
PolyA inhibitor – yeast polyadenylation inhibition. calls only at 12 µM. 0.02% of 300,000 active. S. cerevisiae SKY197-pL101 polyadenylation reporter, beta-gal luminescence; efflux-impaired pdr1/pdr3 knockout yeast; score 100 = 6 SD above DMSO. AID 1875;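 active = lowest replicate activity score at least 50, where 100 means six control SD above control mean; inconclusive = lowest score under 50 but half or more replicates reach 50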;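 note: yeast exposed to compound for 9 h at 30 °C; higher score means more reporter readthrough which indicates perturbed polyadenylation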
GSK3 alpha inh – inhibitors of human GSK-3 alpha kinase; ADP-Glo luminescence, 60 min; inhibition, % at 10 µM; 0.1% of 320,000 active;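 in the data active = inhibition above about 50%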;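 note: GST-tagged GSK-3 alpha with peptide substrate and 25 µM ATP; 0% = DMSO neutral wells and 100% = GW8510 positive control wells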
Platelet DG rel – platelet dense granule release activity; human platelet-rich plasma, SFLLRN dense granule ATP release, luminescence; inhibition, %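 (compounds screened at 7.5 µM in platelet-rich plasma)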; 0.22% of 300,000 active;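 active = mean replicate score, as percent of positive control, at or above 50; inconclusive = mean below 50 but at least one replicate at or above 50; inactive = mean and every replicate below 50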
HSF1 inh – HSF1 inhibition. NIH3T3-HGL HSE-luciferase, MG132-induced, luminescence 8 h; active compounds read low. activity change, negative = inhibition, % at 7.5 µM (by protocol). 0.77% of 300,000 active. AID 2098;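 active = more than half of replicate wells show activity change below -50%, luminescence cut by over half; inconclusive = some wells, but at most half, below -50%; inactive = no replicate well below -50%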;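 note: luciferase reports HSF-1 transcriptional activity via heat shock element; 0% = median of DMSO wells and -100% = zero luminescence signal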
GSK3beta inhib – human GSK3beta kinase inhibition; P49841; GST-GSK3beta kinase, ADP-Glo luminescence, 60 min; active compounds read low; activity score (negative = inhibition), % at 10 µM; 0.038% of 300,000 active; AID 2097;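 active = more than half of replicate wells score below -50%, meaning over 50% inhibition versus plate controls; inconclusive = some replicates but at most half score below -50%; inactive = no replicate scores below -50%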;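 note: 0% = median DMSO wells and -100% = median GW8510 positive control wells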
Target sequence (P49841 whole entry, looked up): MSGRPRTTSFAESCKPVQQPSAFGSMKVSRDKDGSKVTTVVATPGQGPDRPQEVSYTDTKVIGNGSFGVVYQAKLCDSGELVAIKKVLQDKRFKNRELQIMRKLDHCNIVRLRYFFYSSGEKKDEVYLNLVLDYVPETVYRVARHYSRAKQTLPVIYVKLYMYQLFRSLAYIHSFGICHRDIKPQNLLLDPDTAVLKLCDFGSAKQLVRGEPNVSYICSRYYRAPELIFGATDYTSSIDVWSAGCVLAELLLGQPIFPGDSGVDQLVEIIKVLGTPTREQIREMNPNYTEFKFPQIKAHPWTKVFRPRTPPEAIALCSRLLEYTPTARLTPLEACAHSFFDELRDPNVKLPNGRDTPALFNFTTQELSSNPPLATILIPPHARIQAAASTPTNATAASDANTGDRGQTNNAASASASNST
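test system = GST-tagged human GSK3beta kinase, cell-free | reagent = 25 µM ATP with peptide substrate | dosing = one dose of 10 µM per compound | schedule = 60 min reaction, RT | detection = luminescent ADP-Glo measurement of ADP formed | control set = DMSO neutral wells and GW8510 at 20 µM as positive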
HSP90 refold inh – inhibitors of HSP90 luciferase refolding in rabbit reticulocyte lysate; luciferase refolding luminescence, 3 h; inhibition, % at 5.6 µM; 0.91% of 290,000 active;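 active = inhibition above the screen-wide mean plus 3 SD, computed separately per campaign, cut at about 16% in these data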;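 note: 0% = DMSO wells and 100% = 60 µM geldanamycin wells; inhibitors lower the luminescence because luciferase stays unfolded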
Dyrk1A ADPGlo – inhibitors of rat Dyrk1A kinase; ADP-Glo luminescence, NFATc1 peptide; inhibition, % at 12.5 µM; 0.43% of 310,000 active; AID 504441; in the data active = inhibition above about 50%;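 note: plate controls were vehicle with enzyme for no effect and no enzyme for full effect; many of its hits are not listed in these tables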
Starred values were filed as active, the others as inactive; i = inactive; ? = inconclusive; . = not tested or not shown. These rows are one share of the data. The share of hits here may be higher or lower than overall.

SMILES	HSF-1 act	HDAC3 inhib	AI-2 QS mod	PolyA inhibitor	GSK3 alpha inh	Platelet DG rel	HSF1 inh	GSK3beta inhib	HSP90 refold inh	Dyrk1A ADPGlo
S=C(NCc1cccc(Cl)c1)NCc1ccco1	5.1	0.8	-6.9	i	1.5	0.5	0.4	-0.3	-2.6	2.9
CC(=O)Nc1ccc(NC(=O)c2nccnc2C(=O)O)cn1	33.0	17.2	11.6	i	-1.6	0.8	0.6	1.9	0.6	-0.8
O=C(Cc1ccccc1)N/N=C/c1cccn1-c1ccc([N+](=O)[O-])cc1	13.8	6.5	9.3	i	3.8	4.1	9.3	1.2	0.5	-4.0
COc1ccc(OC)c(NC(=O)c2cc(OC(C)=O)cc(C(=O)Nc3cc(OC)ccc3OC)c2)c1	-11.6	6.9	-9.2	i	.	11.2	-3.1	3.1	-2.5	7.8
c1cnn(-c2cncc(-n3cccn3)n2)c1	-18.8	-9.1	9.9	i	-3.7	-18.5	-7.2	-20.0	0.4	3.6
Cc1cccc(NC(=S)N2CCN(C(=O)c3ccco3)CC2)c1C	60.5*	-3.4	-4.0	i	-0.1	-6.6	20.5	-1.6	1.1	0.1
CC1CCCN(C(=O)CCS(=O)(=O)c2ccc3c(c2)NC(=O)C(C)S3)C1 (stereo not drawn)	-13.2	-0.6	.	i	1.0	-3.5	-3.5	-20.9	4.4	.
Cc1nc2nc(SCC(=O)NCc3ccco3)nn2c(C)c1Cc1c(F)cccc1Cl	0.9	-1.7	27.0	i	-0.8	-1.2	-1.3	-0.3	-3.4	-7.6
COc1ccccc1Oc1ccc(N/C=C/C(=O)C(C)(C)C)cc1	1.9	9.0	12.1	i	-1.8	-1.9	-4.5	-1.8	1.8	3.2
Cc1cccc(C)c1NC(=O)N1CC(C)OC(C)C1 (stereo not drawn)	3.7	-1.9	2.6	i	-0.4	-2.0	-5.5	0.3	-3.3	0.9
O=C(CO/N=C1\CCCc2nonc21)Nc1ccc(Br)cc1	8.1	-3.8	15.6	i	-2.4	-6.6	-0.8	-3.1	-4.1	6.2
Cc1cc(C)c(C(=O)CSc2nnc(C)c(=O)[nH]2)cc1C	40.0	0.0	23.3	i	-1.9	-1.2	14.1	1.1	2.0	6.4
C=CCn1c2ccccc2c2nn(C)c(=S)nc21	-5.9	-1.9	53.0	i	0.0	-1.4	4.8	0.7	-3.4	3.7
CCOc1ccc(-n2c(C)cc(/C=N/N(C)C)c2C)cc1	26.9	?	14.2	i	-0.3	1.5	2.5	3.0	2.4	1.9
Cc1ccc(Cn2nnc3c(=O)n(CC(=O)c4ccccc4)cnc32)cc1	-7.4	.	27.4	i	-1.3	-5.9	-4.5	-1.7	-1.7	0.9
COc1ccccc1NC(=S)NC(=O)c1ccc(-c2ccc(Cl)cc2)o1	-25.2	7.7	-0.5	i	-1.4	3.2	-14.2	2.1	-0.8	7.6
CCN1CCN(C(=O)Nc2ccc(OC)cc2OC)CC1	-6.4	0.6	7.2	i	4.3	-4.0	-1.9	1.7	1.8	4.7
COc1ccc(-c2oc3ccc(-c4cc(OC)c(OC)c(OC)c4)cc3c2C(=O)c2ccc(OC)nc2)cc1	-11.4	2.2	28.3	i	7.1	4.7	5.5	-0.4	-5.6	4.2
Cc1cccnc1NC(=O)C12CCC(C)(C(=O)O1)C2(C)C (stereo not drawn)	6.6	5.9	3.7	i	-2.5	-0.3	-2.3	-1.5	-0.6	-1.9
O=C(Nc1cccc2ccccc12)C1CCN(C(=O)NCc2ccccc2)CC1	-4.8	-0.5	2.8	i	-1.1	3.6	3.8	-2.0	1.3	0.0
COc1ccc(CNC(=O)c2ccc(Cl)c(NC3=NC4CS(=O)(=O)CC4S3)c2)cc1 (stereo not drawn)	-18.7	.	19.0	i	2.0	1.1	-0.1	1.4	-1.6	2.5
CCn1c(C)nc([N+](=O)[O-])c1Sc1ccc(F)cc1	-1.5	2.9	-25.3	i	-2.8	-9.4	-3.7	-2.5	5.3	1.0
Cc1ccc2c(C(=O)CN3CCC(C(N)=O)CC3)c(C)[nH]c2c1	-15.3	-1.8	15.4	i	-1.7	-3.8	-8.0	-0.5	5.0	-1.3
COc1c(/C=N/NS(=O)(=O)c2ccc(C)cc2)c(CCN(C)C(C)=O)cc2c1OCO2	-1.0	0.6	13.9	i	0.4	-3.6	2.5	0.8	6.9	3.2
CNC(=O)c1ccc(C)c(NC(=O)C2=C(C)OCCS2)c1	-2.9	-3.9	15.7	i	-1.9	-3.7	-1.6	-0.7	-9.6	3.4
CS(=O)(=O)c1ccc(Cl)c(NC(=O)CCl)c1	35.6	4.0	0.9	i	-0.5	-1.9	9.6	1.7	3.3	2.0
CCCCn1c(SCC(=O)Nc2cc(C)on2)nc2ccccc2c1=O	-13.4	1.7	.	i	-0.4	0.7	7.7	.	-2.5	2.2
CC(C)(C)c1ccc(OCC(=O)NNC(=O)C2CCCO2)cc1 (stereo not drawn)	1.9	1.7	-8.6	i	-2.7	6.4	-10.4	0.7	1.3	6.2
CN1CCN(c2cc(N3CCN(C(=O)c4ccco4)CC3)c3c4c(onc24)-c2ccccc2C3=O)CC1	-28.8	1.6	28.9	i	4.0	8.9	-5.3	-3.4	3.8	-5.8
O=C(O)c1cccnc1Sc1ccccc1Cl	4.7	.	-1.9	i	.	1.8	-4.8	-0.9	-0.8	2.7
CCCCN(CC(=O)NCc1ccc(Cl)cc1)S(=O)(=O)c1ccc2c(c1)OCCO2	14.3	6.3	0.3	i	-2.8	-13.9	12.0	4.4	-0.2	-3.2
O=C(Cn1cnc2cc([N+](=O)[O-])ccc2c1=O)Nc1ccccc1Cl	-5.1	-1.6	10.7	i	0.3	29.3	-2.9	0.9	-1.2	9.3
COc1ccc(-c2csc(Nc3cccc(C)n3)n2)cc1C	98.2*	12.0	19.3	i	-0.6	5.8	41.5	-0.1	-1.2	1.8
O=C(Nc1nnc(S(=O)(=O)N2CCCCC2)s1)c1ccccc1Br	-8.7	5.7	24.8	i	0.6	3.5	2.4	-0.3	0.5	0.7
O=C(CSc1ccc(-c2cccnc2)nn1)Nc1ccc(F)c(F)c1	8.2	0.7	12.2	i	-0.7	-7.7	7.8	-2.7	-3.4	-0.9
Cn1c(N=Nc2ccccc2)nc2ccccc21	6.2	5.6	14.2	i	27.1	71.6*	-7.4	-22.3	41.7*	28.6
CN1C(=O)/C(=C/c2ccc(OC(=O)c3ccco3)cc2)SC1=S	-18.5	5.7	5.1	i	2.8	24.1	-7.8	2.4	0.8	3.4
CCc1ccccc1NC(=O)CN(C)S(=O)(=O)c1ccc(-c2ccc(=O)[nH]n2)s1	8.1	-1.5	18.2	i	-1.7	1.4	-2.0	0.4	-1.8	-6.9
CCOC(=O)c1sc2nc(C)cc(C)c2c1NC(=O)c1ccco1	7.6	2.0	19.2	i	-1.6	7.3	-1.1	-0.1	5.8	7.1
Cc1cccc(NC(=S)NC2CCCCCC2)c1C	2.6	-0.1	1.9	i	6.5	7.2	8.5	-1.9	0.0	-2.0
COc1ccc2c(c1)CCc1c(C(=O)N3CCOCC3)noc1-2	10.7	6.0	-7.4	i	-2.6	1.2	4.0	2.2	0.5	1.0
Cc1[nH]c2ccccc2c1CN1CCc2ccccc2C1	6.4	-1.5	33.8	i	3.3	5.2	9.1	-2.5	4.7	1.2
Cc1cccc(NC(=S)NCC(c2cccnc2)N(C)C)c1C (stereo not drawn)	-7.3	-0.4	15.5	i	-4.2	8.0	-4.1	4.5	-0.1	-4.8
CCSc1nnc(NC(=O)C2C3CCC(C3)C2C(=O)O)s1 (stereo not drawn)	29.0	0.5	49.3	i	-2.5	-2.3	11.2	-0.2	-0.1	-0.5
COc1ccc(OCc2n[nH]c(=S)n2Cc2ccco2)cc1	11.9	-1.0	34.2	i	1.9	-5.3	-1.3	0.6	2.2	.
COCCCn1c(SCc2cccc(OC)c2)nc2cc(OC)c(OC)cc2c1=N	8.6	7.3	11.4	i	8.6	0.8	5.3	-4.0	1.8	5.4
Cc1ccc(CNS(=O)(=O)c2c(C(=O)N3CCCCC3)c(C)n(C)c2C)cc1	-3.4	-6.3	7.4	i	-2.0	0.7	-4.2	-1.6	-2.5	-5.8
CCOc1ccc(NC(=O)NC(C)c2ccc3c(c2)OCO3)cc1 (stereo not drawn)	-10.0	-1.0	8.3	i	-0.2	11.0	5.4	2.2	1.4	-10.8
COc1ccccc1N1CCN(Cc2cc(Br)c(O)c3ncccc23)CC1	-83.8	8.4	-24.0	i	-2.4	0.6	-80.5*	1.4	4.5	6.2
O=C(COC(=O)CCS(=O)(=O)c1ccc(Cl)cc1)Nc1ncc(Cl)cc1Cl	-1.1	-2.4	17.2	i	-1.1	9.0	-4.6	-0.6	1.0	2.7
CCOC(=O)Cn1c(=O)cc(C)c2ccccc21	18.6	-3.3	23.4	i	-0.9	-0.5	1.2	-1.0	1.4	-2.1
CCCS(=O)(=O)N1CCN=C1SCc1cccc(F)c1	6.7	4.1	13.0	i	-2.6	-5.5	7.4	1.2	-4.5	-0.1
Cc1cc(Br)ccc1OCCCCN1CCCCC1	7.6	2.6	1.8	i	1.0	-9.5	-0.3	2.8	4.1	-2.9
c1ccc2c(-c3nnc4n3CCCCC4)c[nH]c2c1	-4.1	-1.4	24.0	i	-2.1	4.8	-3.2	-0.1	-1.5	-4.0
CN1CCN(CC(=O)N2CCn3c4c(c5cc(C6CCCCC6)ccc53)CCCC42)CC1 (stereo not drawn)	-5.6	10.8	9.7	.	-0.8	2.1	-2.0	-6.5	4.6	0.3
NC(=NCCc1c[nH]c2ccccc12)NC(=O)c1ccc(Cl)cc1	2.1	-5.8	18.7	i	1.8	21.8	4.9	0.2	1.0	15.2
Cc1ccc(S(=O)(=O)N2CCCCC2)cc1NC(=O)Cn1ccc(C(F)(F)F)n1	0.7	-4.6	29.4	i	0.7	-5.4	-3.0	1.3	-2.1	16.9
CCCc1oc(C(=O)O)cc1CN1CCOCC1	10.4	1.4	7.8	i	-2.3	-4.6	-2.9	-0.4	1.4	.
CSCCC(N=C1NS(=O)(=O)c2ccccc21)C(=O)NCCc1ccccc1 (stereo not drawn)	2.8	3.7	22.6	i	-0.6	21.9	-2.5	-2.2	-4.4	3.5
COC(=O)N1C(=O)[C@](c2ccc(OC)cc2)(C(C)C)N1C(=O)OC	10.0	2.7	3.7	i	0.5	0.5	6.6	0.5	-2.8	-13.3
COCCn1c(SCC#N)nnc1-c1ccccc1O	-8.6	-6.7	28.2	i	.	-1.1	2.8	0.1	2.6	-1.2

Compound activity (PubChem)
